Screening results deposited in PubChem by Sanford-Burnham Center for Chemical Genomics.
UBC13 inh – inhibitors of human UBC13 polyubiquitin chain formation; hit rate 0.47% among 330,000; inhibition, % at 20 µM; TR-FRET; P61088; in the data active = inhibition above about 45%, passing the limit was not always enough
Target sequence (P61088 whole entry, looked up): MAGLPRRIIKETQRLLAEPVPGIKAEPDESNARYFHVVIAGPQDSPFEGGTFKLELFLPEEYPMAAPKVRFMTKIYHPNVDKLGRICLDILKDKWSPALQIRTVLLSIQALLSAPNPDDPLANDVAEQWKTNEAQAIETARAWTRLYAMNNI
CXCR6 block – inhibitors of human CXCR6 receptor; O00574; CHO-K1 PathHunter CXCR6 beta-arrestin, luminescence; inhibition, % at 20 µM; hit rate 0.36% among 360,000; AID 602244; in the data active = inhibition above about 34%, passing the limit was not always enough;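 note: antagonist mode with CXCL16 agonist at 10 nM final; 0% = 10 nM CXCL16 with DMSO and 100% = unstimulated wells without agonist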
Target sequence (O00574 whole entry, looked up): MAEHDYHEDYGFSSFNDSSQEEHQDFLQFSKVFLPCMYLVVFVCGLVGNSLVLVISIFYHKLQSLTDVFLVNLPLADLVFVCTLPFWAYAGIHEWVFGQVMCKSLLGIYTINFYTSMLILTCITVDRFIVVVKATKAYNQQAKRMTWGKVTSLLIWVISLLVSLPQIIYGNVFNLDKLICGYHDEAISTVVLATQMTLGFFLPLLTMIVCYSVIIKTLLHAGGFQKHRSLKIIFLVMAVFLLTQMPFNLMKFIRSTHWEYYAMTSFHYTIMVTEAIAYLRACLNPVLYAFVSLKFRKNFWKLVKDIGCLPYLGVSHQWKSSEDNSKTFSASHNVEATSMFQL
Gli-Sufu antag – blocks Gli-Sufu signaling in a luciferase reporter. Sufu-KO-LIGHT fibroblasts, Gli luciferase reporter luminescence. inhibition, % at 5 µM. hit rate 0.74% among 340,000;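 active = inhibition above about 55%, limit read from the data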;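 note: 0% = DMSO-treated cells and 100% = wells with medium but no cells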
697 NFkB inh – inhibitors of the PMA/ionomycin-induced NF-kB reporter in 697 B cells; hit rate 0.33% among 330,000; inhibition, % at 4 µM; 697 B-cell NF-kB luciferase reporter, 16 h; in the data active = inhibition above about 35%
EBI2 block – blocks human EBI2 receptor beta-arrestin signaling; hit rate 0.81% among 360,000; P32249; AID 651636; inhibition, % at 5 µM; EBI2 beta-arrestin recruitment, luminescence, 7a,25-OHC stimulated; in the data active = inhibition above about 38%;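 note: enzyme fragment complementation signal reports receptor beta-arrestin coupling in cells; 0% = agonist plus DMSO wells and 100% = wells without agonist; some results beyond the cut were filed as inactive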
Jurkat NFkB inh – inhibitors of the PMA/ionomycin-induced NF-kB reporter in Jurkat cells; PMA/ionomycin-induced NF-kB luciferase reporter, luminescence; inhibition, % at 4 µM; hit rate 0.53% among 330,000; AID 435003; in the data active = inhibition above about 50%
APJ antagonist – APJ receptor antagonism; P35414; CHO-K1 APJ beta-arrestin complementation, luminescence; hit rate 0.32% among 330,000; inhibition, % at 20 µM;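 active = inhibition above about 40% at 20 µM, limit read from the data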;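 note: cells challenged with 10 nM apelin-13 agonist together with compound; plate controls were apelin-13 plus DMSO wells for no effect and DMSO wells lacking apelin-13 for full effect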
Target sequence (P35414 whole entry, looked up): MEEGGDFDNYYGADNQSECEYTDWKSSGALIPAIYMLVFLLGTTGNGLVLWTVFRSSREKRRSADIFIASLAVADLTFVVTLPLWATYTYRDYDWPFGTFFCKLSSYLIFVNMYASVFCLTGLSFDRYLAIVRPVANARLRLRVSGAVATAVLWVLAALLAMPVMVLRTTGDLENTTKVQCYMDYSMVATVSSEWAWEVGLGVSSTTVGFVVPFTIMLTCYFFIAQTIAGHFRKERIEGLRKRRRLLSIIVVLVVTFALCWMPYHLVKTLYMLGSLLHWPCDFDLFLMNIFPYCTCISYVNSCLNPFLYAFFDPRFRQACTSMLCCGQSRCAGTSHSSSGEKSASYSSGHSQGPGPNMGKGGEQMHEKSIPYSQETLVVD
CCR6 antag – blocks CCL20-driven beta-arrestin recruitment at human CCR6; hit rate 0.49% among 340,000; CHO-K1 CCR6 PathHunter beta-arrestin, luminescence, CCL20-stimulated; inhibition, % at 20 µM;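 active = compounds whose inhibition of the agonist-driven luminescence signal at 20 µM reaches about 50%, limit read from the data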;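 note: cells stimulated with CCL20 at 14 nM final; plate controls were DMSO with CCL20 for no effect and DMSO without agonist for full effect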
* = called active by the depositor; i = inactive; · = no result given.

SMILES	UBC13 inh	CXCR6 block	Gli-Sufu antag	697 NFkB inh	EBI2 block	Jurkat NFkB inh	APJ antagonist	CCR6 antag
O=C(CN1C(=O)CSC1=O)Nc1ccc(N2CCOCC2)cc1	-0.9	-7.0	-5.0	-7.3	-1.7	-22.3	-10.2	4.7
COc1cc(/C=N/NC(=O)c2csc3c2CCCC3)ccc1OCCN1CCOCC1	-7.4	0.1	6.3	4.8	1.9	-4.7	1.2	-11.9
COC(=O)c1cnc(SCC(=O)c2ccccc2)n1C	2.1	-8.1	-54.4	-88.4	2.1	-81.2	9.4	-6.9
CC(=O)CCC1CC(c2ccc(Cl)cc2)=NO1 (stereo unspecified)	5.2	2.8	-39.6	-61.5	-7.2	-74.1	13.7	8.6
O=C(NCc1ccccn1)c1n[nH]c2ccccc12	0.9	-3.3	-20.0	-21.5	-13.6	0.6	5.3	0.7
CC(Sc1n[nH]c(N)n1)C(=O)C12CC3CC(CC(C3)C1)C2 (stereo unspecified)	5.4	-0.4	2.4	31.4	-7.9	13.8	2.5	-12.4
COc1cccc(NC(=O)CN(C)C(=O)C(Sc2ccccc2)c2ccccc2)c1 (stereo unspecified)	-4.5	-0.8	4.4	-5.1	8.4	6.5	8.9	10.9
N/C(Cc1cccs1)=N\OC(=O)COc1ccc(Cl)cc1Cl	1.5	-3.3	-66.8	-68.4	6.1	-56.9	16.5	-6.9
COc1ccc(N(CC(=O)Nc2cc(C)ccc2C)S(=O)(=O)c2c(C)noc2C)cc1	5.9	-6.9	0.0	4.4	-6.4	-0.6	-3.4	-7.3
O=C(NCCC1=CCCCC1)c1ccc2c(c1)N(Cc1ccccc1)C(=O)CS2	-6.6	12.1	10.2	-12.7	38.9	-0.9	-3.6	15.7
C[C@H]1COC(=O)[C@H](Cc2ccc(F)cc2)C/C=C\C[C@H](CC(=O)N(CCO)Cc2ccccc2)C(=O)N1	-9.4	8.8	6.0	19.1	-0.1	13.5	0.8	-5.2
CCOC(=O)C1CCCN(C(=O)c2cc3cc(OC)c(OC)cc3[nH]2)C1 (stereo unspecified)	11.7	4.7	-7.7	17.1	4.1	3.2	7.2	9.2
O=C(O)CCC(=O)OC1CC2CCC1C2 (stereo unspecified)	-4.4	9.3	4.0	13.0	-13.8	7.3	-6.6	4.0
O=S(=O)(c1ccc(Oc2ncnc3scc(-c4ccccc4)c23)cc1)N1CCOCC1	-22.7	5.5	18.3	-42.6	-3.4	10.9	-21.8	8.3
COc1ccc(CCN2CC(C(=O)NCc3nc(C)c(C)s3)CCC2=O)cc1 (stereo unspecified)	0.9	-2.5	1.9	21.9	14.3	-2.9	-5.6	-2.0
COc1ccc(OC)c(NC(=O)C(C)OC(=O)c2cc3ccccc3[nH]2)c1 (stereo unspecified)	·	-16.1	7.3	·	12.7	·	·	18.4
O=[N+]([O-])c1ccc(NC(=S)N2CCN(c3ccc(F)cc3)CC2)cc1	4.6	2.0	25.0	9.2	-6.8	9.2	10.1	19.4
O=C(c1cccs1)N1CCN(S(=O)(=O)N2CCOCC2)CC1	0.0	-13.5	-4.7	5.8	-6.6	-1.5	5.6	-2.2
C[N+](C)(C)C[C@H](O)CC(=O)[O-]	12.0	-1.8	4.0	17.6	1.0	-15.0	4.3	2.2
COc1ccc(NC(=O)c2cc(S(=O)(=O)N3CCOCC3)ccc2N2CCOCC2)cc1	-3.1	2.6	1.6	18.7	-10.1	3.0	1.5	5.9
O=C(N=C1SC2CS(=O)(=O)CC2N1c1ccccc1)C1CC1 (stereo unspecified)	2.7	2.7	0.2	-2.0	2.9	8.7	-0.5	4.8
CCOC(=O)c1nn(-c2ccc(Cl)cc2)c2nc(Nc3ccccc3)cc(=O)n12	14.2	4.7	3.2	-10.0	-14.9	-23.5	13.1	-2.2
Cc1ccc2c(c1)N(CC(=O)Nc1nccs1)C(=O)CO2	-8.7	-17.4	-8.0	11.3	5.1	-3.7	13.8	4.0
CC(C)n1c(SCc2ccc(Cl)cc2)nc2c1c(=O)[nH]c(=O)n2C	1.9	-9.4	18.2	-21.7	3.5	-5.0	2.3	14.5
CCn1c(=O)cc(SCC(=O)N2CCN(C)CC2)c2ccccc21	14.7	15.7	26.1	41.9*	-0.8	-4.2	6.3	11.2
Cc1ccc(NC(=O)C(C)N2CCCC2)cc1Cl (stereo unspecified)	-20.7	-2.8	20.2	-10.6	-11.7	-13.5	3.4	2.7
O=c1c2cc(N3CCOCC3)ccc2[nH]c(=S)n1Cc1ccco1	5.4	6.9	0.7	-1.3	-3.8	4.5	3.6	2.9
C=CCn1c(SCC(=O)NC23CC4CC(CC(C4)C2)C3)nc2cc(C(=O)O)ccc2c1=O	13.8	-8.5	-4.4	11.7	-6.0	2.9	-14.8	10.3
O=C(Cc1cccs1)Nc1nc2c(s1)CCCC2	-1.4	-1.9	-62.4	i	-1.9	-151.9	-13.1	17.5
O=C(CSCc1ccccc1Br)N/N=C/c1ccccc1C(=O)O	-6.4	1.8	-3.9	-2.8	-7.9	3.8	4.0	-10.5
O=C(NCCCNC(=O)c1ccco1)c1ccc(Cl)cc1	2.0	2.8	-13.7	-23.0	-0.7	2.6	-0.4	2.0
O=C(CN1C(=O)COc2ccc(Cl)cc21)N1CCc2ccccc21	4.7	-1.7	1.4	17.6	-13.6	5.3	-3.3	3.5
CC1CCN(C(=O)COC(=O)c2ccc(F)c(S(=O)(=O)N3CCOCC3)c2)CC1	-8.5	6.2	-1.4	-12.3	5.5	2.8	1.4	8.8
CC(=O)c1cccc(NC(=O)c2nc(-c3ccccc3)oc2C)c1	-1.2	-5.3	6.0	-4.2	2.3	-1.9	-8.5	11.6
Cc1oc(-c2ccccc2)cc1C(=O)NC(Cc1c[nH]c2ccccc12)C(=O)O (stereo unspecified)	-3.8	-3.2	-3.8	-10.2	0.8	-6.5	7.3	4.7
CCOC(=O)C(C)(C)N(Cc1ccc(Cl)cc1)S(=O)(=O)c1ccc(Cl)c([N+](=O)[O-])c1	-4.8	·	·	3.9	·	-0.4	-24.8	·
Cc1ccc(S(=O)(=O)/N=C(/Nc2nc(C)cc(C)n2)N2CCOCC2)cc1	-15.4	-3.5	8.5	-24.8	0.2	-6.2	6.8	4.3
COc1ccc(C2c3cc(OC)c(OC)cc3CCN2C(=O)c2ccccc2Br)cc1OC (stereo unspecified)	-4.3	7.3	·	3.0	4.8	-1.6	-4.5	16.6
CC12CNCC(C)(CN(C(c3ccccc3)c3ccccc3)C1)C2	17.8	-4.5	2.5	16.4	-5.8	-3.6	-6.0	11.1
CCCN1C(=O)C(Cc2nc3ccccc3c(=O)n2C)c2ccccc21 (stereo unspecified)	4.1	13.9	-0.5	1.5	-0.3	-14.1	10.7	3.0
O=C(COC(=O)CN=C1NS(=O)(=O)c2ccccc21)Nc1ccccc1OC(F)F	11.2	3.5	·	5.2	-4.6	11.3	-6.3	4.5
CCNC(=O)NC(=O)COC(=O)C1CSC2(C)CCC(=O)N12 (stereo unspecified)	-1.0	-5.2	4.1	18.6	2.2	-2.3	-30.3	-16.1
CC(C)c1ccc(NC(=O)NC(C)c2ccc3c(c2)OCO3)cc1 (stereo unspecified)	4.6	-3.2	1.0	6.0	9.7	-5.8	-10.2	8.1
CC(=O)Nc1nc2c(s1)C(=O)NCCC2	-6.0	0.6	2.0	0.0	-4.2	8.3	4.0	5.5
CC(C)N(CCCNC(=O)Cn1c(=O)c2cccn2c2ccc(F)cc21)Cc1ccccc1	8.7	9.8	8.1	-16.8	-7.3	-4.8	-16.0	11.5
COc1ccc(CCNC(=O)CSc2nc3[nH]ncc3c(=O)n2-c2ccccc2OC)cc1OC	-13.8	-8.7	-7.6	-25.8	5.2	-5.0	4.1	-13.3
CCN(C(=O)CSc1ccc2ccccc2c1)C1CCS(=O)(=O)C1 (stereo unspecified)	-5.0	-8.8	-2.0	2.4	5.3	-1.0	-8.8	6.5
CCc1nnc(NC(=O)C2CCC(CNc3c(N4CCC(C)CC4)c(=O)c3=O)CC2)s1 (stereo unspecified)	-2.1	-7.9	-2.1	25.0	2.9	3.5	14.8	4.8
CCOc1ccc2ccccc2c1CNCCc1ccc(S(N)(=O)=O)cc1	7.4	3.1	44.8	-0.8	3.3	-2.7	3.9	6.5
NC(=O)c1ncc(C(F)(F)F)cc1Cl	-8.3	0.2	-9.2	3.3	-4.2	3.9	-12.1	-6.2

Additional structures
SMILES	UBC13 inh	CXCR6 block	Gli-Sufu antag	697 NFkB inh	EBI2 block	Jurkat NFkB inh	APJ antagonist	CCR6 antag
COc1cccc(C(=O)Nc2cc(C)c3c(=O)oc4ccccc4c3n2)c1	2.4	0.5	1.8	5.4	2.5	5.3	10.9	26.9
CCCNC(=O)Cn1c(=O)/c(=C\c2ccc(-c3ccc([N+](=O)[O-])cc3)o2)s/c1=C\C(=O)C(C)(C)C	·	16.5	-5.3	·	-0.3	·	·	18.9
CC1CCC2(CC1)NC(=O)N(CC(=O)Nc1cccnc1Cl)C2=O (stereo unspecified)	6.1	3.5	0.5	14.9	2.2	-3.3	19.9	4.0
COCCNC(=O)C(c1ccc(C)cc1)N(CCOC)C(=O)CCC(=O)Nc1ccccn1 (stereo unspecified)	0.5	1.1	10.3	4.6	1.4	-3.2	8.5	0.8
O=C(Nc1cccnc1)c1ccc(Cl)c(S(=O)(=O)N2CCOCC2)c1	-5.8	-7.0	22.0	-4.9	-4.4	7.0	-18.3	-2.2
COc1cccc(S(=O)(=O)NCc2ccc(C(=O)NCc3ccco3)cc2)c1	6.0	-1.5	1.1	19.2	-4.3	-2.6	-4.5	-1.9
Cc1cc(NC(=O)C2CCCCC2C(=O)O)no1 (stereo unspecified)	-5.1	-7.1	-4.7	-46.8	-9.9	-3.1	-14.8	-8.6
COc1ccc(-c2csc(NS(=O)(=O)c3ccc([N+](=O)[O-])cc3)n2)cc1	-29.2	13.4	1.4	-46.3	-5.3	-18.2	-7.9	14.4
CC[n+]1c(/C=C/N(C)c2ccccc2)oc2ccc(Cl)cc21	-0.3	0.5	79.1*	-31.9	-25.2	-1.6	-37.3	6.5
Clc1cccc(-c2ccc(C=Nc3ccc(N4CCOCC4)cc3)o2)c1Cl	·	-7.5	-13.0	·	-17.5	·	·	-8.5

Two neighbouring entries already listed, quoted:
SMILES	UBC13 inh	CXCR6 block	Gli-Sufu antag	697 NFkB inh	EBI2 block	Jurkat NFkB inh	APJ antagonist	CCR6 antag
CC[n+]1c(/C=C/N(C)c2ccccc2)oc2ccc(Cl)cc21	-0.3	0.5	79.1*	-31.9	-25.2	-1.6	-37.3	6.5
Clc1cccc(-c2ccc(C=Nc3ccc(N4CCOCC4)cc3)o2)c1Cl	·	-7.5	-13.0	·	-17.5	·	·	-8.5

Only CXCR6 block and EBI2 block, for 5 of the compounds above:
SMILES	CXCR6 block	EBI2 block
CCCNC(=O)Cn1c(=O)/c(=C\c2ccc(-c3ccc([N+](=O)[O-])cc3)o2)s/c1=C\C(=O)C(C)(C)C	16.5	-0.3
COc1cccc(C(=O)Nc2cc(C)c3c(=O)oc4ccccc4c3n2)c1	0.5	2.5
CC[n+]1c(/C=C/N(C)c2ccccc2)oc2ccc(Cl)cc21	0.5	-25.2
COc1cccc(S(=O)(=O)NCc2ccc(C(=O)NCc3ccco3)cc2)c1	-1.5	-4.3
CC1CCC2(CC1)NC(=O)N(CC(=O)Nc1cccnc1Cl)C2=O (stereo unspecified)	3.5	2.2

The list continues:
SMILES	UBC13 inh	CXCR6 block	Gli-Sufu antag	697 NFkB inh	EBI2 block	Jurkat NFkB inh	APJ antagonist	CCR6 antag
COc1ccc(CCNC(=O)c2ccc(CN3CCC(Cc4ccccc4)CC3)cc2)cc1	3.5	3.8	17.6	-33.9	12.9	29.7	0.4	17.4
O=C(NCc1ccccc1)c1ccc2nccnc2c1	-2.0	1.8	1.6	3.2	-6.3	-6.7	15.3	-1.8
CCCc1nc2c(ccc3ccccc32)cc1CC	6.5	-3.6	-5.3	-8.2	3.6	3.1	17.6	7.5
Cc1ccc(NC(=O)N2CCCC2C(=O)NCC2CCCCC2)cc1 (stereo unspecified)	6.9	-6.1	-12.8	-2.0	-3.6	-3.6	4.6	10.3
Cc1[nH]nc2c1C(c1ccccc1F)CC(=O)N2 (stereo unspecified)	6.0	3.4	1.9	12.3	-4.0	-1.4	2.1	13.5
O=C(CN1CCC(O)(c2ccccc2F)CC1)NCCc1c[nH]c2ccccc12	7.3	1.2	8.8	-6.2	9.1	0.2	-11.8	14.6
CC1CCN(C(=O)COC(=O)c2ccc(=O)n(Cc3ccccc3)n2)CC1	-4.4	4.0	-9.0	11.4	-2.2	8.1	6.7	11.3
